High-throughput results: PubChem BioAssay, several laboratories
PG9 Ab binder = small molecules binding HIV-1 gp120 antibody PG9; TR-FRET gp120-PG9 antibody binding; inhibition, % at 6.7 µM; actives 0.43% (n = 360,000); AID 624416; in the data active = inhibition above about 8.5%
hcDAF-12 act = H. contortus DAF-12 activation, primary screen | HEK293 hcDAF-12 lit1-tk-luc reporter, luminescence; 0% DMSO, 100% Δ7-dafachronic acid | activation, % at 6.8 µM | actives 1.4% (n = 370,000) | AID 652067;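 active = activation above the mean of all tested compounds plus 3 SD, cut at about 5.5% in these data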;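 note: 100% = response to 3 µM Δ7-dafachronic acid high control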
GAA850 FXN act = increases GAA850 frataxin promoter reporter activity; HEK293 lucGAA850 FXN promoter luciferase reporter, 24 h; percent of 10 µM SAHA response; activation, % at 6 µM; actives 0.56% (n = 360,000); AID 540364;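 active = activation above the average of all compounds screened plus 3 SD, cutoff fixed separately per campaign, cut at about 7.5% in these data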;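 note: 0% = DMSO wells and 100% = 10 µM SAHA wells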
DAX1 inh-1 = NR0B1 (DAX1) inhibition. HEK293 Gal4-DAX1 luciferase reporter, luminescence. AID 504766. inhibition, % at 6.75 µM. actives 0.99% (n = 340,000). P51843;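 active = inhibition above the mean over all tested compounds plus 3 SD, cut at about 4.2% in these data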;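 note: 0% = DAX1-transfected cells with DMSO and 100% = empty-vector control cells with DMSO; inhibition shows as a rise in luminescence from relieved DAX1 repression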
PLCb3 inh = blocks human PLC-beta3 enzyme activity; Purified PLC-beta3, fluorogenic substrate, fluorescence; actives 0.18% (n = 370,000); inhibition, % at 12.2 µM; Q01970; in the data active = inhibition above about 11%;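 note: 0% = median of compound wells on plate and 100% = full blocker control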
Target sequence (Q01970 whole entry, looked up): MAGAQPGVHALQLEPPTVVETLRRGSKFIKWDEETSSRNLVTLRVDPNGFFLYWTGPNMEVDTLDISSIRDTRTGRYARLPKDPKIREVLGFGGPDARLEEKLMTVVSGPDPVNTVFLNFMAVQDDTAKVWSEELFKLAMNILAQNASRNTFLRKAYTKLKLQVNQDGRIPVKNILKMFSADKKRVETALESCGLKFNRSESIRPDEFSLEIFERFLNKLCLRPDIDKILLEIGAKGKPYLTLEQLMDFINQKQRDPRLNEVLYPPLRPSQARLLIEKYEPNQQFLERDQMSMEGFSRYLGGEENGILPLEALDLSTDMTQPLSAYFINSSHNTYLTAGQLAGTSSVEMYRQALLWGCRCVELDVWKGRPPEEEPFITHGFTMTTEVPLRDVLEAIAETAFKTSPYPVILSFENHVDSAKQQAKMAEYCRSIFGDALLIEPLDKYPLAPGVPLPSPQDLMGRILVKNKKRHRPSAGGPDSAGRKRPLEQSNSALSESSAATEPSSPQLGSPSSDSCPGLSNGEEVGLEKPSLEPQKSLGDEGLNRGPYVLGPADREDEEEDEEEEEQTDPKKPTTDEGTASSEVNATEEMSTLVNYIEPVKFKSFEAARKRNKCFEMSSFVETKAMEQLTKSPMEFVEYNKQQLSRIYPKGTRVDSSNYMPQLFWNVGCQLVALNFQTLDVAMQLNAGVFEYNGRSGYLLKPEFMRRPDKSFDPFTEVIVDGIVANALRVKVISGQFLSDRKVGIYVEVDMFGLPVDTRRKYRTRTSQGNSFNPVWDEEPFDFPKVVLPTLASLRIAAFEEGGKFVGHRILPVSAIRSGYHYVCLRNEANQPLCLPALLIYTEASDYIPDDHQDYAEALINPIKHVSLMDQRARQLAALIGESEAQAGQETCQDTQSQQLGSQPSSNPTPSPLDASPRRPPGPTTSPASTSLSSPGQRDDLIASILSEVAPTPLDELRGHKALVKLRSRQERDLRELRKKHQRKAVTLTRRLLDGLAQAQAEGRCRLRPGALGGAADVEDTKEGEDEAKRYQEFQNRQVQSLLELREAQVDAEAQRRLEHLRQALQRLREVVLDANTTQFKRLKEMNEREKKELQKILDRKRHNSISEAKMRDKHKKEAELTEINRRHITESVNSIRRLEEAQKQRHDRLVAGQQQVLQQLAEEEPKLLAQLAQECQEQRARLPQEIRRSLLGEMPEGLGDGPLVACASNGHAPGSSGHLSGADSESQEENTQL
SMARCA2 act = SMARCA2 function activation, primary screen | MG213 cells, MMTV-luciferase reporter, dexamethasone, overnight | activation, % at 9.1 µM | actives 1% (n = 370,000) | AID 652017; in the data active = activation above about 7.8%;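 note: 0% = vehicle wells and 100% = reference activator wells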
ssDAF12 agonist = activates DAF-12 receptor from parasite S. stercoralis; actives 1% (n = 370,000); activation, % at 6.8 µM; HEK293 ssDAF-12/GRIP1 lit1-tk-luc reporter, luminescence; % of 3 µM dafachronic acid response; AID 652126;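 active = activation above the mean over all tested compounds plus 3 SD, cut at about 0.9% in these data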;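 note: 0% = DMSO-only wells and 100% = 3 µM delta7-dafachronic acid wells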
sPLA2-III inh = Blocks human group III sPLA2 activity; Q9NZ20; QFRET BODIPY PC-A2 liposome hydrolysis, fluorescence; inhibition, % at 12.2 µM; actives 0.56% (n = 370,000); AID 743126;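 active = inhibition above mean plus 3 SD of compounds lying within the high and low control bounds, cut at about 19% in these data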;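 note: 0% = median of test compound wells and 100% = no enzyme DMSO wells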
Rev-erbA mod = Rev-erb alpha (human) modulation; P20393; Rev-erbα–FITC-DNA binding, fluorescence polarization, 90 min; activity, % at 10 µM; actives 0.79% (n = 370,000);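 active = activity above about 14%, limit read from the data; passing the limit was not always enough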;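 note: 0% = DMSO wells with 35 nM protein and 100% = DMSO wells with 750 nM protein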
hgDAF12 agonist = agonists of H. glycines DAF-12 nuclear receptor; HEK293 GAL4-hgDAF12 UAS-luciferase reporter, agonist luminescence; normalized to butyrate control; actives 1.8% (n = 370,000); activation, % at 6.8 µM;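 active = activation above a cutoff set at the mean of all screened compounds plus 3 SD, cut at about 10% in these data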;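 note: 0% = DMSO wells and 100% = sodium butyrate wells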
DAX1 inh-2 = inhibitors of DAX1 repression of SF-1 activated StAR promoter; HEK293T StAR-luciferase reporter, SF-1/DAX-1 repression relief; inhibition, % at 6.8 µM; actives 1.1% (n = 370,000); AID 652010;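 active = inhibition above the mean over all tested compounds plus 3 SD, cut at about 3.6% in these data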;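 note: 0% = DAX-1 cells with DMSO and 100% = cells lacking DAX-1 with DMSO; higher inhibition means more luminescence from relief of DAX-1 repression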
* marks the source's active call; other numbers are inactive results; i = inactive; / = no result given.

The line under a structure holds: hcDAF-12 act, GAA850 FXN act, PG9 Ab binder, DAX1 inh-2, Rev-erbA mod, SMARCA2 act, PLCb3 inh, hgDAF12 agonist, sPLA2-III inh, ssDAF12 agonist, DAX1 inh-1
O=C(CN1C(=O)NC2(CCCCCCC2)C1=O)NCc1ccc(Cl)cc1
→ -1.6, -0.6, 2.2, 2.7, -4, -4, -4, -1.4, 2, -1.5, 1.3
Cc1nnc(SCC(=O)c2ccc(C(C)C)cc2)s1
→ -0.5, 2.7, -0.8, 0.5, 2, 4, -3, 2.9, -22, 0.7, -0.1
COC(=O)C[C@@H]1C=C[C@@H](NC(=O)CN(C)C)[C@@H](CO)O1
→ -1.3, /, 1.1, 0.5, 2, 0, -1, 1.2, 3, -0.8, /
CCC(C)N(CCNC(=O)CC1Oc2ccc(C)cc2NC1=O)C1CCCCC1 (stereo unspecified)
→ 0.9, -0.2, -1.7, 0.1, 2, -1, 1, 1.6, 1, -1.4, -0.6
CCOC(=O)c1[nH]c2ccccc2c1NC(=S)Nc1cccc(C)c1
→ 5.8*, 2.8, -2.7, -0.7, -8, -1, -19, -1.1, -9, 0.5, 4.0
Fc1cccc(COc2ccccc2C(=S)N2CCCC2)c1
→ -0.8, 0.8, -1.1, -0.5, 2, 0, -3, 2.7, 3, -1.7, 0.4
Cc1ccc(Nc2nc(N)nc(N)c2N=O)cc1Cl
→ -0.7, /, -6.2, 1.6, 0, -6, -3, 1.5, 6, -0.7, /
CC(C)c1ccc(NC(=O)COC(=O)Cn2cnc3c2c(=O)n(C)c(=O)n3C)cc1
→ 0.5, -0.6, -1.3, 0.4, -3, -2, 4, 0.0, -2, -1.8, 1.0
O=C(NCCCn1ccnc1)c1cc(-c2ccccc2)on1
→ 6.2*, 21*, -0.4, -0.3, 6, 2, 2, 46*, 1, 0.2, 4.7*
CCCCN(C=O)c1c(CC)nc2c(OCc3ccc(Cl)cc3)cccn12
→ -1.9, -1.4, 0.2, -2.9, -3, -2, -1, 2.3, 7, -1.2, /

An excerpt from above in order of the PG9 Ab binder value, highest first.
| canonical_smiles | hcDAF-12 act | PG9 Ab binder | DAX1 inh-2 | Rev-erbA mod | SMARCA2 act | PLCb3 inh | sPLA2-III inh | ssDAF12 agonist | DAX1 inh-1 |
| --- | --- | --- | --- | --- | --- | --- | --- | --- | --- |
| O=C(CN1C(=O)NC2(CCCCCCC2)C1=O)NCc1ccc(Cl)cc1 | -1.6 | 2.2 | 2.7 | -4 | -4 | -4 | 2 | -1.5 | 1.3 |
| CCCCN(C=O)c1c(CC)nc2c(OCc3ccc(Cl)cc3)cccn12 | -1.9 | 0.2 | -2.9 | -3 | -2 | -1 | 7 | -1.2 | / |
| Cc1ccc(Nc2nc(N)nc(N)c2N=O)cc1Cl | -0.7 | -6.2 | 1.6 | 0 | -6 | -3 | 6 | -0.7 | / |

Next part:
The line under a structure holds: hcDAF-12 act, GAA850 FXN act, PG9 Ab binder, DAX1 inh-2, Rev-erbA mod, SMARCA2 act, PLCb3 inh, hgDAF12 agonist, sPLA2-III inh, ssDAF12 agonist, DAX1 inh-1
C/C(=N\NC(=O)CNC(=O)c1ccc2c(c1)OCO2)c1ccco1
→ 0.4, 2.5, -3.2, -0.5, 2, -5, -3, -1.7, 2, -0.8, -0.3
CCc1ccc(NC(=O)c2cc(-c3ccc(F)cc3)on2)cc1
→ -1.9, 1.9, 0.6, 0.3, 1, 0, -1, 0.4, 0, -1.8, 1.7
COC(=O)c1ccc(NS(=O)(=O)c2ccccc2)o1
→ -0.3, 2.6, -2.2, 0.6, 3, -2, -56, -0.2, -1, -0.7, -1.0
COC(=O)c1ccc(Oc2nc(C)cc(Oc3ccccc3)n2)cc1
→ 0.5, 5.4, 0.1, 1.0, 6, 1, 1, 3.4, 1, -0.8, 0.8
CCOC(=O)/C(=C\c1ccc(C)cc1)NC(=O)c1ccccc1
→ -1.3, 0.7, 0.8, 0.3, -2, 1, 1, -0.5, 1, -1.1, -0.8
CCn1c(=S)[nH]c2cc(S(=O)(=O)N3CCCCC3)ccc21
→ 0.0, 2.7, -2.4, 2.1, 0, -1, 1, -1.1, 15, -0.7, 2.8
CN(CC1CCCO1)S(=O)(=O)c1ccc(C(=O)Nc2ccc3c(c2)OCO3)cc1 (stereo unspecified)
→ 0.8, 2.7, -2.3, 0.1, -3, 2, 2, 0.4, -10, -1.9, -1.6
NC1=[N+](Cc2ccccc2)C[C@H]2C(=C3CCCC[C@H]3n3c(=O)n(-c4ccccc4)c(=O)n32)N1
→ -0.5, /, /, -1.5, -6, -1, 3, -0.3, -1, -1.4, /
CCOC(=O)c1cnc2c(C(=O)OC)cccc2c1NCCN1CCOCC1
→ -1.7, 0.1, -3.9, 0.1, -1, 2, -63, -1.7, -1, -1.4, 2.1
O=C(O)CCCN1C(=O)c2ccc(Oc3cccc([N+](=O)[O-])c3)cc2C1=O
→ 2.0, 3.0, -0.6, 0.1, -5, -4, -2, -2.0, 7, -1.1, 0.5
Cc1ccc(Nc2nnc(C(C)(C)C)c(=O)n2N)cc1
→ -2.1, 0.1, -1.4, -0.1, -1, -1, 4, 1.2, -6, -1.3, 0.1
O=C(CN1C(=O)c2ccccc2S1(=O)=O)Nc1ncc(Cl)cc1Cl
→ -1.9, -3.2, -2.4, 0.6, 1, 2, -28, 2.6, -1, -1.4, -2.1
CCOC(=O)c1cnc2c(c(C)nn2CC)c1NC1CC1
→ -1.9, 5.2, -0.5, -0.9, -3, -5, -3, -1.0, -1, -1.8, -0.7
COc1ccc(C(=O)NCCc2nnc3ccc(SCC(=O)Nc4ccccc4F)nn23)cc1
→ -0.2, 3.4, -0.6, 0.1, 4, 2, -6, -2.8, -5, -1.3, -0.5
Cn1c2ccccc2c2nnc(SCCN3CCOCC3)nc21
→ 6.3*, 3.5, -3.1, 0.3, -3, 10*, -7, 3.2, 2, 0.2, 0.1
CCCn1cc(CN2CCN(Cc3ccc(C)o3)C(CCO)C2)c(C)n1 (stereo unspecified)
→ 1.1, 0.8, 0.4, -0.2, -1, -1, -5, 3.5, 3, -0.9, 1.8
CCC(C)[C@H](NC(=O)[C@@H]1CSC2c3ccccc3C(=O)N21)C(=O)NCc1ccncc1 (stereo partly specified)
→ -1.6, 0.4, 1.1, 1.1, -1, -1, -3, 1.3, 1, -1.3, -0.3
CNc1nc(SCc2ccc(C)cc2)nc2c1CCCC2
→ -2.6, 2.7, 1.1, -0.4, 1, 2, 0, 1.0, -7, -0.9, 0.4
O=S(=O)(O)C(c1ccccc1)C1(O)CCCCC1 (stereo unspecified)
→ 0.7, -0.4, -0.2, 0.4, 2, -2, -2, -1.8, -3, -1.0, 1.8
O=C(CN(Cc1ccco1)Cc1ccco1)Nc1cc(S(=O)(=O)N2CCCCC2)ccc1Cl
→ -4.2, -2.0, 0.8, -3.5, 1, -3, -8, -4.2, -26, -1.6, -1.8

Printed as active in SMARCA2 act, among the entries above:
SMILES,hcDAF-12 act,PG9 Ab binder,DAX1 inh-2,Rev-erbA mod,SMARCA2 act,PLCb3 inh,sPLA2-III inh,ssDAF12 agonist,DAX1 inh-1
Cn1c2ccccc2c2nnc(SCCN3CCOCC3)nc21,6.3*,-3.1,0.3,-3,10*,-7,2,0.2,0.1

(continued)
The line under a structure holds: hcDAF-12 act, GAA850 FXN act, PG9 Ab binder, DAX1 inh-2, Rev-erbA mod, SMARCA2 act, PLCb3 inh, hgDAF12 agonist, sPLA2-III inh, ssDAF12 agonist, DAX1 inh-1
COc1cccc(NC(=S)NC2CC(C)(C)NC(C)(C)C2)c1
→ -0.9, 1.1, 2.1, -0.1, -3, 0, 0, -2.0, 10, -1.4, -1.3
COc1cccc(CNC(=O)C2CCN(S(=O)(=O)c3ccc4c(c3)OCCO4)CC2)c1
→ -1.5, 0.4, -3.6, 0.2, -2, -1, -8, -0.5, 4, -1.1, 1.4
COC(=O)c1cc(NC(=O)c2c(Cl)cnn2C)cc(C(=O)OC)c1
→ -2.0, -0.5, 0.8, 0.0, 1, -2, 0, -0.8, 11, -1.2, -1.7
Cc1ccc(-c2nnc(-n3nnc4ccccc43)c3ccccc23)cc1
→ -2.0, 3.2, -0.5, -0.7, -10, -1, -1, 0.1, 0, -1.3, 0.0
COc1ccc(C2C(C#N)=C(N)N(c3cccnc3)C3=C2C(=O)CCC3)cc1Cn1cc([N+](=O)[O-])cn1 (stereo unspecified)
→ -1.1, 1.0, -1.1, 0.4, 1, 0, -61, -0.2, -12, -1.2, 1.4
O=C(CCc1nc2ccccc2c(=O)[nH]1)Nc1ccc(N2CCCCC2)cc1
→ 0.8, 3.1, -1.2, -0.3, 4, -3, 1, -0.2, -4, -1.0, -1.1
COc1ccc(/C=C/c2noc(-c3ccccc3O)n2)cc1
→ 5.0, 3.0, -0.8, 1.1, -5, 8.6*, 1, 6.0, -4, -0.3, 0.4
COc1cc(C(=O)NC(=S)N(CCC#N)Cc2cccnc2)cc(OC)c1OC
→ 1.1, -0.3, -1.0, 0.7, 1, -5, 7, -2.3, 9, -0.7, 1.1
Cc1ccc(NC(=O)CCOc2ccccc2)cc1S(=O)(=O)Nc1ccccc1Cl
→ 1.0, 3.5, -0.4, -0.5, 0, -2, 4, -0.9, -15, -1.5, -1.1
COc1ccc(CCN(C)CCCN2CC(c3ccccc3)CC2=O)cc1OC (stereo unspecified)
→ -0.5, 1.2, 1.8, -0.2, 1, 1, -1, -2.0, 4, -1.5, -0.3
CCCCOCC(O)CN1CCN(C(C)=O)CC1 (stereo unspecified)
→ -0.2, 4.7, 0.7, -0.2, 2, -2, 2, -2.2, 2, -1.2, -0.3
CC(=O)c1cc2c(cc1F)C(C)(C)CCC2(C)C
→ -0.8, -1.5, -2.2, 0.2, -9, 4, 0, 1.3, -2, 0.4, 0.8
COC(=O)CSc1nc(N)nc(C)c1Cl
→ 0.3, -0.8, -1.6, 0.2, -10, -3, 1, -0.5, -4, -1.1, 0.3
Cc1ccc(-c2nn(-c3ccccc3)cc2C(=O)NC2CCC(O)CC2)cc1 (stereo unspecified)
→ -0.3, -0.2, 2.2, 0.3, -2, 5, -4, -1.8, 3, -0.4, 0.4
COc1ccc(C(=O)CSc2nnc(-c3ccco3)n2C)cc1
→ 0.6, 0.0, -1.8, 0.3, 1, -3, -12, 2.7, -31, -1.8, -0.9
CCCc1cc2c(OC(=O)CC)c(-c3ccc(C(=O)OCC)o3)c(=O)oc2cc1OC
→ -0.3, 0.9, -0.6, 0.3, -8, -2, i, 0.5, -14, -0.2, -0.3
N#CC12CCCCC1CC1CCCCC1(C#N)N2N (stereo unspecified)
→ -1.6, 0.0, 0.0, -0.2, 2, -2, -1, 0.2, -4, -1.4, 1.2
